TRHR agonist = qHTS for Small Molecule Agonists and Allosteric Enhancers of Human TRH Receptor: Primary Screen for Agonists | Thyrotropin-releasing hormone receptor (Homo sapiens), P34981 | TRHR cells, calcium flux fluo-8, FDSS agonist mode | activation, % at 2 µM | actives 0.18% (n = 360,000) | AID 493084, 2011; also: 0% is about no effect
Target sequence (P34981 whole entry, looked up): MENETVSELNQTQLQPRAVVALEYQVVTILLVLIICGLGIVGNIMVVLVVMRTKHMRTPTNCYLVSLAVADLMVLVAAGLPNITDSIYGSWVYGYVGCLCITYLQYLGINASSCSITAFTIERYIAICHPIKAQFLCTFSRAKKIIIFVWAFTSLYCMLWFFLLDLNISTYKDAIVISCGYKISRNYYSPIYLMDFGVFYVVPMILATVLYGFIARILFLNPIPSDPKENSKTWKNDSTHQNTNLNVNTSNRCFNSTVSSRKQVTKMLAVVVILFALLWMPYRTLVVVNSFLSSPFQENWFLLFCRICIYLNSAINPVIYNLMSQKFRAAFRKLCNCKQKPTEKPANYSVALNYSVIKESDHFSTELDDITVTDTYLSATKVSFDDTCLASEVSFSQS
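In this calcium-flux screen, cells bearing human TRHR are dye-loaded with fluo-8, baselined for 10 cycles, then exposed to library compounds; positive kinetic calcium responses during the agonist phase mark hits, with TRH as control.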
D1 antagonist = Antagonist of Human D 1 Dopamine Receptor: qHTS. D(1A) dopamine receptor (Homo sapiens), P21728. activity change, negative = inhibition, % at 10 µM. actives 3.2% (n = 360,000). HEK293 TREx D1 cells, calcium flux, dopamine EC80; stronger effect = lower value; in the data active = activity change below about -30%; also: % is scaled to controls: 0 for no effect and ±100 for the full control effect
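Antagonism measured as reduced calcium response to an EC80 dopamine addition following 180 s compound pre-read; cells were inducible HEK293 Trex D1 plated overnight at 30 C, read kinetically at 1 cycle/sec.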
D1 ag = Allosteric Agonists of the Human D1 Dopamine Receptor: qHTS; D(1A) dopamine receptor (Homo sapiens), P21728; actives 1% (n = 360,000); HEK293 T-REx D1 cells, calcium flux, agonist mode; AID 504660, 2011; activation, % at 2 µM; also: 0% is about no effect
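Agonism was scored from calcium flux recorded over 180 s (1 read/s) after pintool compound addition, following a 10-cycle baseline. Cells were inducible force-coupled HEK293 TREx D1, plated overnight at 30 C and loaded with no-wash calcium dye.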
D2 potentiator = HTS Assay for Positive Allosteric Modulators of the Human D2 Dopamine Receptor: Primary Screen for Potentiators; AID 485347, 2010; actives 0.34% (n = 340,000); HEK293 T-REx D2, calcium flux, EC20 dopamine potentiation; potentiation, % at 10 µM;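 active = potentiation over 3 SD above the plate norm, cut at about 30% in these data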; also: 0% is about no effect
Target sequence (P14416 whole entry, looked up): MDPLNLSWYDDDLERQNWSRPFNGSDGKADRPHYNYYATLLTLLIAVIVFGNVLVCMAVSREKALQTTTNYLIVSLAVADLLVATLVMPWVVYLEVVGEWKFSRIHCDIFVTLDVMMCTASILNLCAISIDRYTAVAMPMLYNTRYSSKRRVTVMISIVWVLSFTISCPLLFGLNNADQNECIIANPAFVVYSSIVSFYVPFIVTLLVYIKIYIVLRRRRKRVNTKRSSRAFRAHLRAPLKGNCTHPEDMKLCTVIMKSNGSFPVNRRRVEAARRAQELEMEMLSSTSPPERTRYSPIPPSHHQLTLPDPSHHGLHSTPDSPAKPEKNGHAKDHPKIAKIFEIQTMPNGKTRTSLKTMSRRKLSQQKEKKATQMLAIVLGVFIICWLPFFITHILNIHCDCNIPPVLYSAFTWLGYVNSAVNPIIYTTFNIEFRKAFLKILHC
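Tetracycline-induced Hek293 Trex D2 cells, force-coupled to calcium, loaded with no-wash calcium dye. Compound added with 180 s kinetic read for agonism, then EC20 dopamine and a further 180 s read for potentiation.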
RXFP1 antag = qHTS Assay for Antagonists of the Relaxin Receptor RXFP1 | Relaxin receptor 1 (Homo sapiens), Q9HBX9 | activity change, negative = inhibition, % at 57.5 µM | actives 0.59% (n = 350,000) | HEK293-RXFP1, relaxin-stimulated cAMP HTRF, 30 min; stronger effect = lower value;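 active = activity change of -60% or lower, but not beyond a set lower limit; inconclusive = change between -60% and -40%, or beyond the set limit; inactive = change above -40%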; also: % is scaled to controls: 0 for no effect and ±100 for the full control effect
TRHR enhancer = qHTS for Small Molecule Agonists and Allosteric Enhancers of Human TRH Receptor: Primary Screen for Enhancers; Thyrotropin-releasing hormone receptor (Homo sapiens), P34981; TRHR cells, fluo-8 calcium fluorescence, EC20 TRH enhancement; enhancement, % at 2 µM; actives 0.66% (n = 360,000); in the data active = enhancement above about 30%; also: 0% is about no effect
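Enhancer read-out: after compound pinning and an initial kinetic agonist-mode read, an EC20 of TRH (10 nM final) was injected and fluo-8 calcium signal (Ex 480/Em 530) followed at 1 s/cycle for 100 cycles in TRHR-expressing cells.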
D2 ag = HTS Assay for Allosteric Agonists of the Human D2 Dopamine Receptor: Primary Screen for Agonists; HEK293 T-REx D2 cells, calcium flux agonist mode; activation, % at 2 µM; actives 0.53% (n = 340,000); AID 485358, 2010;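 active = activation over 3 SD above normal in the single-dose calcium agonist read, cut at about 30% in these data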; also: 0% is about no effect
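Agonism is scored from calcium flux in a force-coupled, inducible HEK293 cell line expressing D2, read kinetically for 180 s after compound addition against dopamine controls.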
D1 PAM = Potentiators of Human D1 Dopamine Receptor: qHTS | D(1A) dopamine receptor (Homo sapiens), P21728 | HEK293 TREx D1 cells, calcium flux, dopamine EC20 potentiation | potentiation, % at 10 µM | actives 0.036% (n = 360,000) | AID 504651, 2011; in the data active = potentiation above about 30%; also: 0% is about no effect
D2 antagonist = HTS Assay for Allosteric Antagonists of the Human D2 Dopamine Receptor: Primary Screen for Antagonists | D(2) dopamine receptor (Homo sapiens), P14416 | HEK293 TREx D2 cells, calcium flux, dopamine EC80 | inhibition, % at 10 µM | actives 2% (n = 340,000); in the data active = inhibition above about 30%; also: 0% is about no effect
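Inhibition of EC80 dopamine-driven calcium flux, recorded kinetically, defines activity here; cells are a tetracycline-induced HEK293 T-REx line expressing force-coupled D2.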
* = called active by the depositor; ? = inconclusive; . = not tested or not shown. Rule as the data show it, unless noted: active = activation above about 30%; inactive = the rest.

SMILES	TRHR agonist	D1 antagonist	D1 ag	D2 potentiator	RXFP1 antag	TRHR enhancer	D2 ag	D1 PAM	D2 antagonist
CCCC(=O)N1CCN(c2ccc([N+](=O)[O-])c(NC(C)c3ccccc3)c2)CC1 (configuration not stated)	-1.2	-5	1	-8	3	-11	-1.1	-7	-5
O=C(NCCc1cccs1)c1ccc(Cn2c(SCc3ccccc3)nc3cccnc32)cc1	-1.1	0	15	-16	-17	2	-0.9	-1	.
CCN1CCN(CCCNC(=O)c2csc3c2CCCCC3)CC1	0.5	5	0	2	22	7	-0.1	-4	9
COC(=O)c1c(N)sc(Cc2ccccc2)c1C	-1.1	3	0	-4	-13	-3	-0.8	-2	7
COc1ccc(NC(=O)c2cc(NC(=O)C3CCCCC3C(=O)O)ccc2N2CCOCC2)cc1 (configuration not stated)	0.3	5	1	1	-3	-7	-0.6	-6	-18
COc1ccc(CC(=O)NCC2(c3ccc(OC)c(OC)c3)CCOCC2)cc1	0.5	22	1	-14	5	9	0.7	2	-18
COc1ccc(C(=O)ON=C2CCN(C)CC2)cc1	-0.7	-1	6	-2	-1	7	-0.7	-5	-3
COc1ccc(-n2c(=O)c3c4c(sc3n3c(SC(C)C)nnc23)COC(C(C)C)C4)cc1 (configuration not stated)	0.0	2	-1	-13	-28	-3	-0.2	-2	.
O=C(NC1CCCCC1)/C(=C/c1ccc(Cl)cc1)NC(=O)c1ccccc1	-0.3	8	-3	-9	-19	-8	0.8	0	.
O=C(CSc1ccc2nnc(-c3ccccn3)n2n1)N1CCN(c2ccccc2)CC1	-0.7	7	-1	11	.	3	-0.4	1	-4
N#Cc1nc(Nc2cccc(Br)c2)nc(NC2CCCC2)n1	-1.1	-14	7	.	.	-4	.	-4	.
NS(=O)(=O)c1ccc(NC(=O)c2ccc(Cl)c(S(=O)(=O)NCc3ccco3)c2)cc1	0.2	-14	1	13	-6	11	0.7	-1	1
Cc1cc(C)n2cc(COc3ccccc3)nc2n1	0.2	-2	0	-4	7	-5	2.9	-1	-6
COc1ccc(C2(c3ccc(OC)cc3)NC(=O)NC2=O)cc1	1.4	-9	25	3	15	4	1.9	.	1
O=C(CS(=O)(=O)c1ccc(Cl)cc1)Nc1nc2ccc(Br)cc2s1	0.5	.	1	0	-30	1	-3.7	1	.
CCOC(=O)Cc1csc(NC(=O)CSc2nncn2C)n1	0.3	8	2	6	13	5	0.0	3	-1
COc1ccc(NS(=O)(=O)c2cn(C)c(=O)n(C)c2=O)c(OC)c1	-0.2	-1	1	-2	8	-4	2.7	-3	-3
O=C(Nc1ccc(O)c2c(=O)cc(-c3cccc(Cl)c3)oc12)c1ccccc1Cl	-0.5	-6	0	-3	.	2	-0.7	-7	-3
Cc1ccc(CSc2nc(N)cc(N)n2)cc1	0.2	-8	1	-3	9	20	0.3	0	3
CC(C)CN1C(Nc2ccccc2)=NC[C@@H]1C	0.8	1	6	5	.	4	-0.7	0	-17
O=C(O)C(Cc1ccccc1)N1C(=O)/C(=C/c2ccccc2)SC1=S (configuration not stated)	-0.6	-7	2	10	.	-6	-0.7	-6	-8
COc1ccc(NC(=O)CCNS(=O)(=O)c2ccc3c(c2)CC(C)N3C(C)=O)cc1 (configuration not stated)	-2.3	5	1	19	-2	19	-0.2	-9	1
CC(C)n1c(=S)[nH]c2c1c(=O)[nH]c(=O)n2C	1.1	10	2	5	.	5	-0.3	1	6
COc1ccc2c(c1)OC1=C(C(=O)CCC1)C2C1=C(O)CCCC1=O (configuration not stated)	-1.2	-7	1	10	9	-1	2.4	4	25
COc1ccc(CCCc2n[nH]c(=S)o2)cc1	0.1	7	4	9	-19	-3	0.6	-7	26
CCOC(=O)c1cnc2c(C)cc(Cl)cc2c1N1CCN(C)CC1	0.6	4	0	3	2	-11	-0.2	1	6
COc1cc(/C=N/N2C(=O)CSC2=S)cc(Br)c1O	20	-2	44*	-4	-12	9	11	3	44*
Cc1c(C(=O)OCC(=O)Nc2ccc(S(N)(=O)=O)cc2)oc2c1ccc1ccccc12	0.8	-10	7	14	-1	2	0.5	-2	-19
Cc1ccc(NC(=O)c2c(C)oc3nc(C)nc(N4CCCC4)c23)c(C)c1	-0.3	2	-1	4	4	-2	-0.4	-4	.
O=C(Cc1cccc(NC(=O)C2CCCN(C(=O)C3CC3)C2)c1)Nc1cccc(C(=O)N2CCCC2)c1 (configuration not stated)	0.6	9	14	13	.	4	1.8	1	17

Quoted at random: six compounds from above
SMILES	TRHR agonist	D1 antagonist	D1 ag	D2 potentiator	RXFP1 antag	TRHR enhancer	D2 ag	D1 PAM	D2 antagonist
CCOC(=O)Cc1csc(NC(=O)CSc2nncn2C)n1	0.3	8	2	6	13	5	0.0	3	-1
O=C(Cc1cccc(NC(=O)C2CCCN(C(=O)C3CC3)C2)c1)Nc1cccc(C(=O)N2CCCC2)c1 (configuration not stated)	0.6	9	14	13	.	4	1.8	1	17
COc1ccc2c(c1)OC1=C(C(=O)CCC1)C2C1=C(O)CCCC1=O (configuration not stated)	-1.2	-7	1	10	9	-1	2.4	4	25
Cc1c(C(=O)OCC(=O)Nc2ccc(S(N)(=O)=O)cc2)oc2c1ccc1ccccc12	0.8	-10	7	14	-1	2	0.5	-2	-19
O=C(O)C(Cc1ccccc1)N1C(=O)/C(=C/c2ccccc2)SC1=S (configuration not stated)	-0.6	-7	2	10	.	-6	-0.7	-6	-8
CCOC(=O)c1cnc2c(C)cc(Cl)cc2c1N1CCN(C)CC1	0.6	4	0	3	2	-11	-0.2	1	6

The list goes on.
SMILES	TRHR agonist	D1 antagonist	D1 ag	D2 potentiator	RXFP1 antag	TRHR enhancer	D2 ag	D1 PAM	D2 antagonist
O=C(COc1cccc(Br)c1)N/N=C1\CCSC1	-0.1	3	0	0	2	0	-1.8	0	-15
Cc1cc(C(F)(F)F)nc2c(Cl)c(C(C)(C)C)nn12	0.0	0	0	3	-5	3	1.5	-2	1
Cc1ccc(N(C)C(=O)Cn2nc(Cc3ccncc3)c3ccccc3c2=O)cc1C	-0.8	5	-1	-20	5	-3	.	-3	.
O=C(COC(=O)c1cc(=O)c2ccccc2o1)NC1CCCC1	0.5	3	0	8	-4	3	-0.3	-3	-7
COc1ccc(CNc2oc(-c3ccccc3)nc2C#N)cc1	-0.1	-17	3	15	-28	0	2.1	-10	10
COc1ccc(-c2nc(SCC(=O)Nc3nccs3)c(-c3ccc(Cl)cc3)[nH]2)cc1	-0.9	1	-2	6	-5	1	-0.9	-4	-1
Cc1ccccc1C(=O)NNC(=S)NC(=O)c1cccnc1	0.0	12	0	-1	29	10	-0.3	6	2
Cc1ccc(-c2nnc(N)o2)cc1	0.0	5	1	4	0	4	0.1	-3	-2
Cc1ccc(S(=O)(=O)/N=C/c2c(O)ccc3ccccc23)cc1	0.6	2	3	5	-1	5	0.4	-6	4
O=C(Cc1cccc2ccccc12)Nc1cccnc1	0.2	-4	8	1	-2	-6	0.3	-2	-9
COc1ccccc1CNC(=O)c1ccc2c(c1)sc1nc(-c3ccc(F)cc3)cn12	0.2	4	0	11	12	-4	-1.1	-2	.
N#Cc1c2c(c(-c3ccccc3Cl)[nH]c1=S)CCCC2	-0.3	11	3	-6	?	0	0.3	4	-1
Cc1ccc(S(=O)(=O)N(C)C)cc1NC(=O)COC(=O)CCCOc1ccccc1	-0.4	-13	9	-18	8	5	-0.3	3	-25
CCN(CC)C(=O)CSc1nc2sc3c(c2c(=O)n1CCOC)CCC3	-0.3	1	1	4	2	-8	-0.1	3	4
CCN1CCN(Cc2ccc(NC(=O)c3ccc(C)c(NC(=O)c4ccc5n[nH]nc5c4)c3)cc2C(F)(F)F)CC1	-0.5	5	1	22	.	-5	-1.0	0	1
COc1cccc(N2CC(=O)N(c3cccc(OC)c3)CC2=O)c1	0.5	-17	0	.	0	0	.	-1	.
O=C(NCCc1c[nH]c2ccccc12)c1c(Cl)nc2sccn12	0.3	6	4	-8	10	2	-0.1	-5	4
O=C(Cc1cccs1)NNC(=O)c1ccc(F)cc1	-0.8	-1	0	-8	2	2	0.5	-8	7
CCOc1ccccc1NCc1nnc2n1CCCCC2	0.0	-1	-1	10	.	12	2.1	-2	.
CN(C)CCn1c2ccccc2c2nc3ccc([N+](=O)[O-])cc3cc21	0.5	11	1	-6	14	-3	1.2	1	9
CCOc1ccccc1CN(CCc1ccc2c(c1)OCO2)Cc1ccccn1	-0.4	-10	2	-4	-24	-9	-0.1	-11	-12
CCOC(=O)/C(C#N)=C/N1CCOCC1	-0.7	-7	2	-2	-5	-6	2.0	-12	-14
Cc1ccc(SCCNCc2ccco2)cc1	0.4	-20	8	6	4	0	1.5	1	-6
CCCc1nc(SCC(=O)Nc2ccccc2)c2c(=O)n(C)c(=O)n(C)c2n1	-0.4	1	2	-14	5	3	-1.6	2	-19
c1ccc(OCc2nc(-c3ccccc3)no2)cc1	0.5	-9	-1	-2	-4	11	-2.2	-3	16
C/C(=N\Nc1nccnc1Cl)c1ccc([N+](=O)[O-])cc1	-0.9	-61*	0	-3	7	1	-0.1	-5	24
COc1cccc(C(=O)NNC(=O)Cc2ccc(Cl)cc2)c1	-0.5	-13	1	-7	-2	-8	0.6	-2	7
COC(=O)c1cc(OC)c(OC)cc1NC(=S)N1CCCCC1	-0.3	0	0	11	-13	2	0.2	-1	-4
O=C(Nc1ccccc1)Nc1ccc(C(=O)N2CCCC2)cc1	-0.4	.	-1	7	-9	0	-1.8	-5	-7
S=C(N/N=C/c1ccc(Br)cc1)N1CCCCC1	0.2	-7	3	-5	13	-7	0.2	1	-9
O=C1C=C(c2ccc3c(c2)oc2ccccc23)C[C@@H](c2ccc3c(c2)OCO3)C1	-0.3	-33*	0	8	.	21	0.0	0	-19
CCOc1ccc(CN2CCNC(=O)C2CC(=O)NCCCC2CCCC2)cc1 (configuration not stated)	-0.5	-13	1	13	-7	15	-1.2	-2	4
Nc1cc(=O)nc(SCC(=O)NC2CCCCC2)n1-c1ccccc1	0.0	-3	1	1	-4	-9	-0.3	0	0
CCN(CC)S(=O)(=O)c1ccc(N2CCCC2)c(NS(=O)(=O)c2ccc(F)cc2)c1	0.2	5	0	-4	20	-4	0.8	10	23
Cc1ccc(-c2nc(CN3CCCC(C(=O)N4CCOCC4)C3)c(C)o2)cc1 (configuration not stated)	-0.9	-34*	0	-2	-6	-2	5.7	0	6
